Screens (PubChem BioAssay)
S2 tox: reduces viability in counter-screen for ATXN expression inhibitors. S2 cells (HEK-293 line with an ATXN2-luciferase reporter) viability, CellTiter-Fluor protease fluorescence, 24 h. Potency, µM (doses to about 56.7 µM), hits mostly cytotoxic. 400,000 compounds, 0.49% hits. AID 651635; also: potency is read from the fitted curve at half-maximal effect; nearly all actives have a fitted effect of over 40% in size
Nrf2 inh: inhibitors of Nrf2 signaling. Potency, µM (top dose mostly 46 µM), inactives show at the highest dose activity change, negative = inhibition, hits mostly inhibitors. 360,000 compounds, 2.1% hits. A549 ARE-Fluc reporter, luciferase luminescence, 18-24 h; also: potency is read from the fitted curve at half-maximal effect; % is scaled to controls: 0 for no effect and ±100 for the full control effect; nearly all actives have a fitted effect of over 60% in size
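Nrf2 function is reported as luminescence of an ARE-controlled luciferase in A549 cells. Compounds were tested at several concentrations, and a CellTiter-Fluor read on the same wells flagged cytotoxicity.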
Nrf2 ARE act: activates Nrf2 signaling; AREc32 ARE-luciferase reporter (MCF7-derived line), luminescence, 24 h; Potency, µM (titrated, usually from 46.1 µM), without a hit: top-dose activation, actives largely listed as activators; 410,000 compounds, 0.31% hits; AID 624171; also: potency is read from the fitted curve at half-maximal effect; % of control where 0% means no effect; nearly all actives have a fitted effect of over 65% in size
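ARE-driven firefly luciferase activity in AREc32 cells measured after a 24 hr compound exposure at 37 deg C, using Steady-Glo reagent and a 30 min room-temperature hold.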
HepG2 tox: counter-screen for TGF-b inhibitors: cytotoxicity in HepG2 cells; 410,000 compounds, 0.76% hits; HepG2 CAGA-GFP viability, ATP luminescence, 18 h; Potency, µM (titrated, usually from 46.1 µM), inactives show top-dose activity change, negative = cytotoxicity, actives largely listed as cytotoxic; AID 588856; also: potency is read from the fitted curve at half-maximal effect; some results filed as inactive show a strong effect at the top dose
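HepG2 CAGA-GFP cells (1000/well, DMEM with 1% FBS) received compound, then TGF-beta at 500 pg/mL final, and were incubated 18 hours at 37 degrees C. Viability was read by CellTiter-Glo luminescence. Media-only wells were set as complete cell-killing and DMSO as no toxicity.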
EPAC2 agonist: agonists of human EPAC2 (RAPGEF4). 360,000 compounds, 0.079% hits. Q8WZA2. Potency, µM (highest dose often 154 µM), for the others: top-dose activation, usual class: activators. EPAC2 activation, biochemical qHTS; response scale: 100% = 6.5 mM cAMP response; also: potency is read from the fitted curve at half-maximal effect; nearly all actives have a fitted effect of over 50% in size
Target sequence (Q8WZA2 whole entry, looked up): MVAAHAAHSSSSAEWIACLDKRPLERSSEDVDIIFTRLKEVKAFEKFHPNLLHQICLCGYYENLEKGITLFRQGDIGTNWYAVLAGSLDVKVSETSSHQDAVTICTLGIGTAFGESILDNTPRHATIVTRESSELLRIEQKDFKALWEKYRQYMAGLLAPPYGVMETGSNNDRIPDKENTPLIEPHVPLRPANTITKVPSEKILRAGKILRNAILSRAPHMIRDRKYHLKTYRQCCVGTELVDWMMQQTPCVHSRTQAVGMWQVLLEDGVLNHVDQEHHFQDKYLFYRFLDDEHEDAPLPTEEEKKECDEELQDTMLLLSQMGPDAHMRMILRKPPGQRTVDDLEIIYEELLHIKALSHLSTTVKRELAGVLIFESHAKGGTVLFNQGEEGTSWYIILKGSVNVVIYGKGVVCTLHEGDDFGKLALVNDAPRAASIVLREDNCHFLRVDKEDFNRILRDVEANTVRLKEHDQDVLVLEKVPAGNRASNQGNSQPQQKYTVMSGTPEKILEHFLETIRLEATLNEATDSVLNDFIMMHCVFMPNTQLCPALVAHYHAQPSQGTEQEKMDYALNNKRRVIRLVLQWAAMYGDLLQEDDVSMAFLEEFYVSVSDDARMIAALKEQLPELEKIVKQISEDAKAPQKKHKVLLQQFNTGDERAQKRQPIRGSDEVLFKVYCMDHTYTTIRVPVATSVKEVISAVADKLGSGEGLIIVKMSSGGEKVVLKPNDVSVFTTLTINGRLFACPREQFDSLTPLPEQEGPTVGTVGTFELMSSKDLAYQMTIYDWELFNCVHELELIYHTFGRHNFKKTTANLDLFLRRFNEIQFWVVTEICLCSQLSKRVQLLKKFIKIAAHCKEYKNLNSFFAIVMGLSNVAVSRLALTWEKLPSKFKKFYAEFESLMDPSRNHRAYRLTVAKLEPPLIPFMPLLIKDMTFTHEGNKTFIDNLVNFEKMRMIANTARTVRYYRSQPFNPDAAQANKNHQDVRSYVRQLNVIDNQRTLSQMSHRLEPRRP
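Readout is BODIPY fluorescence (480 nm excitation, 540 nm emission), which falls as labeled GDP is exchanged off Rap1B. EPAC2 at 100 nM acted on 250 nM RAP1B-BODIPY-GDP with 50 uM GDP present.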
ATXN2 expr inh: inhibitors of ATXN2 expression | HEK-293 ATXN2-luciferase reporter, luminescence, 24 h | AID 1745845 | 360,000 compounds, 0.72% hits | Potency, µM (titrated, usually from 57 µM), without a hit: top-dose activity change, negative = inhibition, usual class: inhibitors; also: potency is read from the fitted curve at half-maximal effect; % is scaled to controls: 0 for no effect and ±100 for the full control effect; nearly all actives have a fitted effect of over 55% in size
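qHTS (up to 57 uM final) was run with 24 h compound exposure of reporter cells at 37 °C. Each well was multiplexed: SteadyGlo luminescence measured ATXN2-luciferase expression after a fluorogenic Gly-Phe-AFC viability readout (25 uM final).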
A549 tox: kills or reduces viability of A549 cells in Nrf2 counter-screen | A549 ARE-Fluc cells, CellTiter-Fluor viability, 18-24 h | Potency, µM (titrated, usually from 46 µM), inactives show at the highest dose activity change, negative = cytotoxicity, most hits filed as inhibitors | 390,000 compounds, 0.16% hits | AID 504648; also: potency is read from the fitted curve at half-maximal effect; % is scaled to controls: 0 for no effect and ±100 for the full control effect
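Cytotoxicity counterscreen: CellTiter-Fluor fluorescence was measured in A549 ARE_Fluc cells after 18-24 h of compound exposure in a concentration series. The subsequent BugLite luminescent read reports ARE-luciferase activity.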
TGFb SMAD3 inh: inhibitors of TGF-b signaling; HepG2 CAGA-GFP TGF-b/SMAD3 reporter, GFP fluorescence, 18 h; TGF-beta stimulated, 500 pg/mL final; Potency, µM (series often up to 46.1 µM), for the others: at the top dose activity, negative = inhibition, most hits filed as inhibitors; 410,000 compounds, 1.2% hits; also: potency is read from the fitted curve at half-maximal effect; % is scaled to controls: 0 for no effect and ±100 for the full control effect; nearly all actives have a fitted effect of over 65% in size
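First, reporter cells (HEPG2 CAGA-GFP) rested 2 h at 37 degrees C. Next, compounds were pinned in and TGF-beta added to 500 pg/mL final. After 18 h, GFP was imaged per cell and summed per well.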
IL2 activator: activators of IL-2; 360,000 compounds, 0.065% hits; IL-2 activation reporter assay, cell-based qHTS; stimulated with anti-CD3/CD4/CD28 beads; in transgenic mouse T cells; activation, % (series mostly up to about 46 µM); in the data active = activation above about 50%; inconclusive = mostly about 30% to 49%; also: 0% is about no effect
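First, unstimulated transgenic mouse T cells were exposed to compound for 60 min. Next, anti-CD3/anti-CD4-coated beads with anti-CD28 were added. Finally, after 18 h at 37 degrees C, EGFP and DsRed were imaged.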
An asterisk follows results filed as active; i = inactive; ? = inconclusive; . = no result given; [ ] = another dose, or the depositor's remark. Unless noted, calls follow the shape of the dose curve; as a rule, active = well fitted curve in the direction sought with a large enough effect; inconclusive = small, poorly fitted or top-dose-only effect, or another doubt; inactive = no such curve, though single readings can be large; an effect the other way counts as inactive or inconclusive.

SMILES	S2 tox	Nrf2 inh	Nrf2 ARE act	HepG2 tox	EPAC2 agonist	ATXN2 expr inh	A549 tox	TGFb SMAD3 inh	IL2 activator
CC1C(=O)N2CCCc3cc(NC(=O)C4CC4)cc1c32 (stereo not drawn)	i	-20%	5.2%	0%	13%	15%	-3%	-9%	1.0
O=C(c1ccco1)c1coc2c1cc(O)c1ccccc12	i	-4%	?	-40%	11%	16%	-5%	?	-1.0
CCOc1ccc(C(C)=O)cc1COC(=O)c1cc([N+](=O)[O-])ccc1N1CCOCC1	i	2%	5.1%	1%	2%	-17%	-9%	16%	-0.1
Cc1ccc([C@@H]2C[C@H]3[C@@H](CN2S(=O)(=O)c2ccc(C)cc2)C(=O)C[C@@H](c2ccccc2F)N3S(=O)(=O)c2ccc(C)cc2)cc1	i	.	0.6%	-6%	1%	7%	.	-15%	-0.4
CCn1c(=NC(=O)CS(=O)(=O)c2ccc(C)cc2)sc2cccc(OC)c21	i	23µM*	0.0%	-29%	5%	-18%	-23%	?	-3.3
COc1cccc(/C=N/NC(=O)CNC(=O)c2ccc(S(=O)(=O)N3CCCC3)cc2)c1OC	?	-12%	-0.7%	-4%	4%	.	2%	8%	-2.1
COC(=O)[C@]12CCCCC=C1N(Cc1ccccc1)C(=O)[C@H](CC(=O)NCc1cccc3ccccc13)C2	?	.	2.7%	.	12%	-15%	.	.	-1.1
O=C(CSc1nc(O)c(C2CCCCC2)c(=O)[nH]1)NCC1CCCO1 (stereo not drawn)	i	3%	-0.4%	-15%	-1%	-2%	?	?	-2.1
CCOc1ccc(C(=O)NCC2CCCO2)cc1 (stereo not drawn)	i	.	1.9%	-3%	4%	44%[activator]	1%	-9%	0.4
Cc1cccc(N(CC(=O)NCc2ccc(F)cc2)C(=O)c2csnn2)c1C	i	6%	-0.3%	-20%	7%	.	0%	-19%	-0.1
Cn1cnnc1-c1cccc(NS(=O)(=O)c2ccc(N3CCCC3=O)cc2)c1	i	7%	-0.2%	2%	8%	-7%	0%	2%	-1.6
COc1ccc(CN2CCSCC2)c(OC)c1C	i	5%	0.2%	0%	2%	4%	1%	4%	0.1
O=C(Cc1ccc(Cl)cc1)NCC(c1cccs1)S(=O)(=O)c1ccccc1 (stereo not drawn)	i	.	1.2%	-23%	.	-11%	-1%	-24%	.
CCc1ccc(/C=N/NC(=O)c2cc(-c3ccccc3OC)nc3ccccc23)s1	i	-1%	0.6%	-2%	3%	-6%	-6%	?	-0.4
Cc1cc(/C(N)=N/OC(=O)Nc2cccc(C(F)(F)F)c2)no1	i	?	0.1%	-52%	3%	0%	1%	-6%	-0.7
C[C@H]1O[C@H](C2CCCC2)CC2=C1C(=O)OC(C)(C)O2	i	.	0.1%	.	-2%	-2%	.	.	-0.3
CCOC(=O)N1CCN(C(=O)CNC(=O)Cc2ccc(Cl)cc2)CC1	i	10%	-0.3%	-16%	4%	5%	-3%	-7%	-0.5
O=C1NC[C@@H](CCCCN2C[C@H](Cc3ccc(O)cc3)N(CC3CCCCC3)C(=O)C2=O)N(CCC2CCCCC2)C1=O	?	.	-1.2%	.	5%	3%	.	.	1.0
Cc1cccc(C(=O)OCC(=O)NC(=O)NCc2ccccc2)c1	i	-12%	4.6%	-4%	1%	-3%	2%	-4%	-0.4
COc1ccc(C(C#N)Nc2ccccc2C)cc1 (stereo not drawn)	.	-1%	-0.6%	-6%	-3%	.	10%	0%	-0.1
COC(=O)c1ccc(CN2CCN(CC(C)C)C(CCO)C2)cc1 (stereo not drawn)	i	24%	0.4%	17%	-1%	.	14%	5%	0.6
CCCCN1C(=O)C(CC(=O)NCCCN(C)C)CC(C(=O)N(C)C)=C1C (stereo not drawn)	i	.	-1.0%	-7%	5%	-8%	.	3%	-0.7
COc1ccc(Cn2c(C(=O)O)c(CNC3CCCC3)c3ccc(C)cc32)cc1	?	5%	0.5%	-3%	.	6%	-17%	-14%	.
COc1cc2nnn(-c3ccncc3)c2cc1OC	i	.	-0.5%	-10%	10%	.	.	-4%	-2.7
O=C(CN(Cc1ccccc1)S(=O)(=O)c1ccc2c(c1)OCCO2)N/N=C/c1cccc(Br)c1	i	?	3.0%	4%	-8%	-10%	-6%	?	-0.2
Cc1ccccc1C(=O)Nc1cccc(C(=O)OCc2cc(=O)n3nc(C4CC4)sc3n2)c1	?	.	4.2%	-11%	.	5%	0%	-35%	.
CCOC(=O)CCn1c(=S)n(CCC(=O)OCC)c2ccccc21	i	15%	-0.7%	3%	8%	.	0%	6%	-0.6
O=C(OCc1nc2ccccc2s1)c1ccco1	i	?	?	0%	4%	27%	-7%	7%	-0.7
CC1Cc2ccccc2N1C(=O)CSc1nnc(-c2ccccc2)c(-c2ccccc2)n1 (stereo not drawn)	i	23µM*	-0.2%	-15%	6%	-16%	0%[1.84 µM]	-14%	-1.1
O=C(CSc1ncn[nH]1)Nc1nsc(-c2ccccc2)n1	i	19%	2.7%	-5%	-4%	31%[activator]	6%	0%	1.3
CCOC(=O)c1cccc(NC(=O)C2CCCN(S(=O)(=O)c3c(C)n[nH]c3C)C2)c1 (stereo not drawn)	i	?	1.0%	-32%	-11%	-15%	-6%	-20%	-1.8
Cc1ccc(-c2nnc(N3CCN(C(=O)c4cccs4)CC3)c3ccccc23)cc1	i	?	-0.4%	-20%	10%	.	-6%	?	-0.7
COc1ccccc1CN1C(=O)c2ccccc2C1C(=O)NC1CCC(C)CC1 (stereo not drawn)	i	12%	0.0%	4%	5%	-3%	-5%	-17%	-3.2
COc1ccc(C(=O)/C=C/c2ccsc2)cc1CSCC(=O)O	i	-23%	?	-23%	1%	-2%	-14%	0%	-3.6
COc1ccc(C2(C(=O)N3CCOCC3)CCOCC2)cc1OC	i	-2%	-0.5%	10%	7%	1%	-4%	10%	0.5
CC(C)c1nnc(NC(=O)c2ccc(N3C(=O)CCC3=O)cc2)s1	i	16%	2.6%	-1%	3%	34%	-3%	15%	-1.5
CCCS(=O)(=O)NC(=O)C1(C)CCN(C(=O)Cc2cccc(OC)c2)C1 (stereo not drawn)	i	.	-0.6%	1%	0%	2%	.	-7%	0.0
CCCN1CCN(c2nc(-c3cccs3)nc3ccccc23)CC1	i	-7%	-0.1%	-12%	2%	-13%	-1%	-18%	-5.3
COc1ccc(C(=O)NCC(c2cccnc2)N2CCN(c3ccccc3F)CC2)cc1OC (stereo not drawn)	i	-7%	3.2%	-26%	.	-9%	-2%	-25%	.
COc1ccc(NC(=O)CSC2=Nc3ccccc3C3=NC(Cc4ccccc4)C(=O)N23)cc1 (stereo not drawn)	?	.	0.3%	-16%	.	12%	-15%	1%	.
Cn1c(NC(=O)c2cccnc2)nc2ccccc21	i	?	?	-31%	-2%	30%	0%	0%	-3.2
Cc1ccc(C(=O)COc2nc(C)cc(C)c2C#N)cc1	i	-30%	0.2%	-20%	-6%	-1%	-18%	2%	-3.4
COc1cccc(C2CC(c3ccccc3Cl)n3nnnc3N2)c1 (stereo not drawn)	i	7%	-0.2%	30%	-3%	-22%	4%	-5%	-0.1
CCOC(=O)C1=C(C)N=c2s/c(=C\c3cccc(OCC(=O)O)c3)c(=O)n2C1c1ccccc1OC (stereo not drawn)	i	2%	-0.2%	4%	-6%	3%	-19%	8%	-1.2
CC(=O)Nc1cccc(NC(=O)c2ccc3c(c2)CCN3S(=O)(=O)c2ccccc2)c1	i	?	-0.5%	-22%	-3%	-14%	1%	-1%	-3.9
Cc1ccc(NC(=O)CSc2nnc(C)n2-c2ccccc2)cc1	i	-5%	0.2%	10%	-12%	2%	1%	18%	-0.2
COc1ccc(OCCCC(=O)Nc2ccc(S(=O)(=O)N3CCOCC3)cc2)cc1	i	?	1.5%	-10%	16%	.	12%	-10%	0.0
CN(C)CCCNC(=O)c1cc(C(=O)Cc2ccc(Cl)cc2)c[nH]1	?	10%	0.2%	-4%	-3%	.	-3%	2%	-0.3
OC(CNCc1ccccc1)COCc1ccc(Cl)cc1 (stereo not drawn)	i	8%	-0.8%	5%	4%	-25%	5%	-4%	6.2
COc1cc(NS(=O)(=O)c2cnc(N)nc2)cc(OC)c1	.	.	-0.5%	3%	.	.	12%	0%	.
CCn1c(SCC(=O)Nc2nc(C)cs2)nnc1-c1cccnc1	i	4%	-1.0%	9%	3%	8%	-7%	-7%	-2.4
O=C(NCc1ccccn1)C1(C(F)(F)F)CC(CCCO)CCCO1 (stereo not drawn)	.	20%	.	-11%	.	.	0%	2%	.
